# Compound activity deposited in PubChem BioAssay by several laboratories.
# IEC-6 tox – counter-screen for KLF5 inhibitors: cytotoxicity in IEC-6 cells; IEC-6 cytotoxicity, luminescence viability; inhibition, % at 5 µM; 0.78% of 290,000 active; AID 1825; in the data active = inhibition above about 22%;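 note: 0% = plate median of test compound wells and 100% = cytotoxic reference compound wells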
# PolyA inhibitor – inhibitors of polyadenylation in S. cerevisiae. S. cerevisiae SKY197-pL101 polyadenylation reporter, beta-gal luminescence; efflux-impaired pdr1/pdr3 knockout yeast; score 100 = 6 SD above DMSO. calls only at 12 µM. 0.02% of 300,000 active;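 active = lowest replicate activity score at least 50, where 100 means six control SD above control mean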;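 note: yeast exposed to compound for 9 h at 30 °C; higher score means more reporter readthrough which indicates perturbed polyadenylation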
# KLF5 inh – suppresses KLF5 promoter-driven expression; DLD-1 KLF5 promoter-luciferase reporter, luminescence; inhibition, % at 5 µM; 0.23% of 290,000 active;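 active = inhibition above a per-plate limit of that plate's mean compound inhibition plus 3 SD, cut at about 60% in these data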;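 note: 0% = DMSO wells and 100% = LY294002 at 200 µM; higher means less KLF5 promoter-driven luciferase light; inactives centre near -14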
# aSyn 5UTR inh – MLPCN primary screen, SNCA 5' untranslated region; alpha-synuclein 5'UTR reporter, inhibitor activity; 0.82% of 300,000 active; inhibition, % (tested at 7.5 µM); AID 1813; in the data active = inhibition above about 60%;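 note: H4 neuroglioblastoma cells stably carrying SNCA 5'UTR luciferase fusion; 0% = DMSO wells and 100% = positive control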
# HSF1 inh – HSF1 inhibition | NIH3T3-HGL HSE-luciferase, MG132-induced, luminescence 8 h; hits give low values | activity change, negative = inhibition, % at 7.5 µM (by protocol) | 0.77% of 300,000 active;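 active = more than half of replicate wells show activity change below -50%, luminescence cut by over half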;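 note: luciferase reports HSF-1 transcriptional activity via heat shock element; 0% = median of DMSO wells and -100% = zero luminescence signal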
# GSK3A inh – human GSK-3 alpha kinase inhibition; ADP-Glo luminescence, 60 min; inhibition, % at 10 µM; 0.1% of 320,000 active;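 in the data active = inhibition above about 50%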;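 note: GST-tagged GSK-3 alpha with peptide substrate and 25 µM ATP; 0% = DMSO neutral wells and 100% = GW8510 positive control wells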
# Target sequence (P49840 whole entry, looked up): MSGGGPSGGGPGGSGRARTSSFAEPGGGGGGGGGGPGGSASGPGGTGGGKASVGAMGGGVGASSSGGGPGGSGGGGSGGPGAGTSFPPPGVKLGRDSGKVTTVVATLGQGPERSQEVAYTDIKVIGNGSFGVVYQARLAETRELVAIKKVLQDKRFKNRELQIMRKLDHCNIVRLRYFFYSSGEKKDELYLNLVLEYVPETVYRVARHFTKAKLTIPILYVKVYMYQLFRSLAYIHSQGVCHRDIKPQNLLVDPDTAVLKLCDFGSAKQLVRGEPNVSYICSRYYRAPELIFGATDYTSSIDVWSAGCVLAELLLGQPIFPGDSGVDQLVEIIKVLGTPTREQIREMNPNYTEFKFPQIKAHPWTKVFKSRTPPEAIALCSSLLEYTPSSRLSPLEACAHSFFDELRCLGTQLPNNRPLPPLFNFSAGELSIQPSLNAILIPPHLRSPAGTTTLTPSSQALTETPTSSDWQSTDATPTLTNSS
# GSK3B inh – human GSK3beta kinase inhibition; P49841; GST-GSK3beta kinase, ADP-Glo luminescence, 60 min; hits give low values; activity score (negative = inhibition), % at 10 µM; 0.038% of 300,000 active; AID 2097;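 active = more than half of replicate wells score below -50%, meaning over 50% inhibition versus plate controls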;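 note: 0% = median DMSO wells and -100% = median GW8510 positive control wells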
# Target sequence (P49841 whole entry, looked up): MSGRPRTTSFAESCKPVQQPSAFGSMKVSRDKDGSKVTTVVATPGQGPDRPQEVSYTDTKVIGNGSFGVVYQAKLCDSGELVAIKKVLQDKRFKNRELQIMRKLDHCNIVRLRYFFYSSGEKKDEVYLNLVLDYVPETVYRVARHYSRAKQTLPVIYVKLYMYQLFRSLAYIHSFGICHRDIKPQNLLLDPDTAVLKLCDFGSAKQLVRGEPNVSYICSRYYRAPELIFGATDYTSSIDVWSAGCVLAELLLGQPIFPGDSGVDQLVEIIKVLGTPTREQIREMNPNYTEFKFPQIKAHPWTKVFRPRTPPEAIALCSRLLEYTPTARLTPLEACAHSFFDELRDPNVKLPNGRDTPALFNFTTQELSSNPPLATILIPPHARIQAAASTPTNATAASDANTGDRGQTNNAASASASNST
#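 Test system: GST-tagged human GSK3beta kinase, cell-free; evaluation: activity score scaled between in-plate DMSO and GW8510 controls; measured by: ADP-Glo luminescence; incubation: 60 min reaction, RT; benchmarks: DMSO and 20 µM GW8510; reagent: peptide substrate plus 25 µM ATP (final); medium: Tris/MgCl2 kinase buffer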
# HSP90 inh – HSP90 refolding inhibition in rabbit reticulocyte lysate | luciferase refolding luminescence, 3 h | inhibition, % at 5.6 µM | 0.91% of 290,000 active;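 active = inhibition above the screen-wide mean plus 3 SD, computed separately per campaign, cut at about 16% in these data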;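 note: 0% = DMSO wells and 100% = 60 µM geldanamycin wells; inhibitors lower the luminescence because luciferase stays unfolded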
# HSF1 activator – increases HSF-1 driven luciferase reporter signal; NIH3T3-HGL HSF-1 luciferase reporter, MG132, 8 h; 100% = twice DMSO control signal; activation, % at 9 µM; 1.7% of 300,000 active;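 active = mean replicate activation of at least 50% with a set share of replicates each reaching 50%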;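 note: 0% = median of the neutral control wells and 100% = twice that signal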
# AI-2 QS modul – modulates the Vibrio harveyi AI-2 quorum sensing system; AID 2094; Vibrio harveyi JMH597 AI-2 luminescence/OD600 ratio, 9 h; hits give low values; strain lacks LuxN and CqsS sensors; 0 = neutral-control median; 0.4% of 300,000 active; activity change, % at 7.5 µM; in the data active = activity change below about -75%, passing the limit was not always enough;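 note: luminescence divided by OD600 gain over 9 h not by final OD600 alone; inactives centre near 13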
# The depositor's hits bear a star; i = inactive; . = no result given. These rows are one share of the data; rates above refer to the full screens.
SMILES,IEC-6 tox,PolyA inhibitor,KLF5 inh,aSyn 5UTR inh,HSF1 inh,GSK3A inh,GSK3B inh,HSP90 inh,HSF1 activator,AI-2 QS modul
C/C=C/C(=O)Nc1nnc(C2CCCCC2)s1,5.3,i,-15.0,11.0,15.8,2.3,2.4,1.2,34.6,4.0
Cc1cc(-c2cccs2)nc(-n2cccc2)n1,4.1,i,3.1,-32.4,-4.7,-1.5,1.7,-2.0,2.8,18.9
O=C1CCCC2=C1C(c1cccc(O)c1)c1c(ccc3ncccc13)N2 (stereo unspecified),14.3,i,10.3,-3.5,10.1,6.6,-3.7,6.5,-5.3,4.7
N#Cc1cc2c(nc1SCc1cccnc1)CCCC2,3.4,i,-17.9,-22.6,-3.6,2.7,-4.4,5.5,1.3,24.9
CC(Sc1nc(-c2ccc(F)cc2)cs1)C(=O)N1c2ccccc2CC1C (stereo unspecified),4.7,i,-12.9,-23.2,-2.5,1.7,2.5,3.6,5.9,26.7
CCOc1cc(NC(=S)NCCCN2CCOCC2)c(OCC)cc1NC(=O)c1ccco1,-1.5,i,-12.2,-6.5,-3.2,-0.4,1.8,1.1,-6.8,6.4
O=C(CNC(=O)c1ccccc1)NCC(=O)OCc1ccc(Cl)cc1,3.6,i,3.3,-0.2,-3.0,-0.3,-2.3,3.6,17.1,32.3
C[C@]12C=CC(=O)C=C1CC[C@@H]1C2=CC[C@]2(C)[C@@H](C(=O)CN3CCN(c4cc(N5CCCC5)nc(N5CCCC5)n4)CC3)CC[C@@H]12,.,i,.,11.4,-12.3,0.8,-0.8,.,-13.2,70.2
COc1ccc(NC(=S)NCCSc2ccc(Cl)cc2)c(OC)c1,0.4,i,-19.4,-0.8,8.0,-1.4,-1.9,-1.6,16.3,3.1
O=C(CN1C(=O)COc2ccccc21)N1CCc2ccccc2C1,-4.7,i,-26.5,-6.9,11.8,-2.4,0.8,0.7,19.8,0.5
COc1ccc(NC(=O)C2CCCN2S(=O)(=O)c2ccc3c(c2)CC(C)N3C(C)=O)cc1OC (stereo unspecified),-1.5,i,-10.6,-0.3,1.3,-0.8,0.8,-0.1,-2.6,-0.1
CN1CCN(S(=O)(=O)c2ccc(Cc3ccc(S(=O)(=O)N4CCN(C)CC4)cc3)cc2)CC1,1.4,i,-9.4,-6.0,-8.7,1.2,-7.3,2.5,-11.4,-5.4
CCCCCn1c(=O)[nH]c2cc(C(=O)N3CCN(c4ccccc4F)CC3)ccc2c1=O,6.5,i,-18.1,-13.0,-21.9,2.2,.,8.2,-22.8,.
Cc1ccc(N2CCN(c3ccc(C)cc3)C2c2ccccn2)cc1,3.6,i,-6.0,-35.0,6.5,0.2,2.8,1.8,15.8,9.1
O=C(CSC(=S)N1CCOCC1)Nc1nc(=O)c2ccccc2s1,-2.3,i,-19.3,-84.9,-18.5,-2.4,1.4,-0.4,-41.5,16.2
CCOc1ccc(/C=N/NC(=O)c2cc3c(OC)cccc3[nH]2)cc1,0.3,.,1.4,-33.9,-2.7,-1.7,1.6,1.1,-5.4,3.8
COc1cc([N+](=O)[O-])ccc1NC(=O)CSc1ccccn1,-3.6,i,-26.5,10.3,1.4,-0.7,2.1,-0.9,17.0,7.6
CCOC(=O)C1CCN(C(=O)CN(Cc2ccc(Cl)cc2)S(C)(=O)=O)CC1,-4.9,i,-47.0,2.6,1.2,-5.7,0.3,0.0,-3.4,12.3
Cc1nc2ccccc2c2oc(C(=O)N3CCN(C4CCCCC4)CC3)cc12,8.3,i,-17.9,-8.6,-1.0,.,-1.4,-1.8,-2.0,14.3
CN(C)N(Cc1ccccc1)C(=O)C(O)(c1ccccc1)c1ccccc1,-2.5,i,-24.8,-0.4,1.5,-1.4,-0.4,1.3,5.5,18.1

# Compound profiles, as listed above. Order of screens: IEC-6 tox	PolyA inhibitor	KLF5 inh	aSyn 5UTR inh	HSF1 inh	GSK3A inh	GSK3B inh	HSP90 inh	HSF1 activator	AI-2 QS modul
# `CCCCCn1c(=O)[nH]c2cc(C(=O)N3CCN(c4ccccc4F)CC3)ccc2c1=O` as listed: 6.5	i	-18.1	-13.0	-21.9	2.2	.	8.2	-22.8	.
# `CN1CCN(S(=O)(=O)c2ccc(Cc3ccc(S(=O)(=O)N4CCN(C)CC4)cc3)cc2)CC1` as listed: 1.4	i	-9.4	-6.0	-8.7	1.2	-7.3	2.5	-11.4	-5.4

# Going on with the list:
SMILES,IEC-6 tox,PolyA inhibitor,KLF5 inh,aSyn 5UTR inh,HSF1 inh,GSK3A inh,GSK3B inh,HSP90 inh,HSF1 activator,AI-2 QS modul
CC(C)N1C(=O)/C(=C/c2nc3ccccc3c(=O)n2-c2ccccc2)c2ccccc21,1.1,i,-11.1,-66.5,28.7,-4.9,3.3,3.0,40.5,9.4
CC(C)Nc1nc2ccccc2c(=O)[nH]1,2.6,i,5.9,-7.0,-4.3,2.6,1.0,-0.3,12.2,14.2
CCCCOc1ccc(C(=O)NCC(=O)NC2CCN(Cc3ccccc3)CC2)cc1,-0.3,i,-12.9,19.2,0.3,-1.7,-0.2,-1.6,0.8,28.7
COCCOC(=O)C1=C(N)OC2=C(C(=O)CCC2)C1c1cccnc1 (stereo unspecified),-8.8,.,-9.9,.,.,1.3,.,2.0,.,11.5
Nc1nccc(-c2ccc(-n3cccc3)cc2)n1,4.6,i,-42.7,-132.1,6.3,3.0,3.0,-0.6,22.4,34.5
Cc1ccccc1NS(=O)(=O)c1ccc(C(=O)N2CCCC(C(F)(F)F)C2)cc1 (stereo unspecified),.,i,.,-24.6,2.6,1.8,-0.2,.,8.5,-2.5
NC(=O)c1cc(Br)cc(C2CCCCC2)c1O,10.4,i,-0.3,86.8*,-4.1,0.8,-5.0,1.6,-0.4,-5.4
O=C(O)CC1SC(N/N=C/c2ccc(Br)cc2)NC1=O (stereo unspecified),-1.0,i,0.8,-1.4,-4.0,-5.1,-1.7,17.2*,1.0,7.5
Cc1nc2ccccc2cc1C(=O)Nc1ccccc1Cl,12.2,i,2.6,2.4,-4.6,-2.8,0.9,-0.7,22.3,16.6
CCOc1ccc(OCCOc2cccc(C(F)(F)F)c2)cc1,-2.4,i,2.0,11.7,-7.1,-2.3,0.2,-0.2,-13.1,6.0
CCCCOC(=O)C(C)c1c(C)[nH]c(=S)[nH]c1=O (stereo unspecified),-4.6,.,-18.1,.,.,-1.2,.,-1.6,.,.
CCCCCCNCC1OCc2ccccc2CO1,0.0,i,-21.0,16.1,-1.5,-3.9,3.6,-4.8,-10.7,8.0
COc1ccc(OC)c(/C=C/c2nc3ccccc3[nH]c2=O)c1,3.4,i,15.2,-9.6,8.8,-0.3,.,-0.2,15.7,.
O=S(=O)(c1cccc(NC(=S)Nc2ccc(Br)cc2Cl)c1)N1CCOCC1,3.8,i,-8.8,2.9,8.0,.,3.1,1.3,11.2,22.9
CCCCNC(=O)c1cc2cc(CC)ccc2[nH]1,6.2,i,-6.6,-55.9,9.0,-4.9,-0.3,1.0,20.7,7.8
COc1ccc(Nc2nc(NCCCN3CCOCC3)nc(N)c2[N+](=O)[O-])cc1,4.7,i,7.8,43.3,-0.3,85.1*,-55.5*,4.9,-2.5,-4.2
COC(=O)C1Cc2c([nH]c3ccccc23)C(C)N1 (stereo unspecified),-6.2,i,-15.1,-6.4,-5.1,-0.7,1.0,2.2,25.4,-5.0
Cc1cccc(N2C(=O)c3ccc(C(=O)Nc4c[nH]c(=O)[nH]c4=O)cc3C2=O)c1,-3.4,i,-2.1,-9.8,0.4,0.4,1.5,0.7,-7.8,29.9
CCOC(=O)c1c(C)n(C)c2ccc(OCC(O)Cn3nc(C)c(Br)c3C)cc12 (stereo unspecified),3.2,i,11.0,-8.8,20.3,-2.6,2.6,-0.2,36.7,33.9
O=C(CCCSc1nnc(Nc2ccccc2F)s1)N1CCOCC1,1.6,i,-18.4,-16.9,2.6,3.2,-1.9,0.5,-14.6,-0.6
COc1ccc(NC(=O)CSc2nc(C)c3c(c2C#N)CCCC3)cc1,3.2,i,-12.6,11.5,9.2,-0.9,2.2,2.2,-5.5,2.2
CC1CCN(CCc2nc3cc(NC(=O)COc4ccc([N+](=O)[O-])cc4)ccc3n2C)CC1,0.8,i,-10.4,25.6,-5.7,-0.1,-2.4,-0.8,8.8,10.2
COCCn1c(=O)[nH]c2cc(C(=O)N3CCN(c4cccc(Cl)c4)CC3)ccc2c1=O,12.0,i,18.9,12.3,17.7,7.5,.,4.4,52.9*,.
O=C(c1ccccc1)c1coc2c1C(=O)c1ccccc1C2=O,-0.8,i,-17.0,-80.5,-6.5,-2.8,-2.4,6.6,-18.6,17.2
CCCc1c(C(=O)N/N=C/c2ccc(OC)c(OCc3ccccc3)c2)nnn1-c1nonc1N,11.3,i,-22.4,-95.0,5.8,-10.3,-2.3,-0.1,1.5,-21.2
COc1ccccc1NC(=O)CSc1ccc2nnc(-c3ccc(C)cc3)n2n1,-0.3,i,0.8,8.2,-2.9,35.3,3.0,5.1,-12.0,11.3
Cc1ccc(-c2nn3c(C)nnc3s2)cc1NC(=O)c1ccco1,3.6,i,-10.6,-0.9,2.7,.,-0.7,1.6,13.3,2.5
O=C(NCc1ccc(Cl)cc1)C1CCCN(S(=O)(=O)c2cnc[nH]2)C1 (stereo unspecified),-1.2,i,-24.0,-29.0,-6.6,-2.7,6.6,-0.8,-4.3,5.8
CC(C)CCn1c(SCC(=O)Nc2ccccc2C(F)(F)F)nc2nccnc2c1=O,-2.1,i,-21.1,7.9,8.6,-1.0,1.4,2.9,14.8,9.5
O=C(CSc1nnc(NC(=O)c2cccc(F)c2)s1)NCc1ccco1,-1.0,i,-62.9,-27.8,10.0,-0.8,-1.1,-0.6,-2.8,30.2
CN(C(=O)CC1C(=O)NCCN1Cc1ccoc1)C1CCOCC1 (stereo unspecified),0.3,i,-7.8,-0.8,-13.8,-5.3,1.1,0.3,-18.2,5.7
CC(C)C(=O)N1N=C2CCCCC2C1(O)C(F)(F)F (stereo unspecified),-5.1,i,4.6,-1.8,-4.3,-1.1,0.4,2.6,17.1,18.8
CC(C)CNC(=O)Cn1c(=O)c2c(ncn2CC(C)C)n(Cc2ccccc2)c1=O,-4.6,i,-11.5,29.3,6.7,-1.8,-1.2,-1.2,0.9,6.8
S=C(c1ccccc1)N1CCCc2ccccc21,0.9,i,-14.4,9.6,-13.0,0.3,1.9,-2.6,-4.6,2.4
NC(CO)C12CC3CC(CC(C3)C1)C2 (stereo unspecified),-9.2,i,6.5,-9.1,-1.6,-0.9,2.4,-3.1,14.5,-3.7
Cc1c(CCOC(=O)c2ccccc2)sc[n+]1CC(=O)c1ccc(Br)cc1,-0.5,i,-13.9,6.7,0.3,13.0,0.6,-0.7,-5.0,34.4
Cc1ccc(C2=NN(CC(=O)NCCC(C)C)C(=O)CC2)cc1,-3.9,i,-5.7,12.6,-5.2,-1.2,3.0,2.8,5.9,11.0
S=c1[nH]nc(-c2cccnc2)n1/N=C/c1cccs1,0.6,i,-14.2,-24.5,-5.1,9.8,-4.8,-3.3,-0.5,21.5
